Bioassay records as filed in PubChem.
FAS-TE inh: inhibitors of human fatty acid synthase thioesterase domain; P49327; recombinant FAS-TE, OMFH fluorogenic substrate, fluorescence endpoint; inhibition, % at 15 µM; 360,000 tested, 0.67% active; AID 602261;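 active = compounds whose normalised, plate-corrected inhibition of enzyme fluorescence in the single-dose primary screen is 50% or more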;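 also: 0% = DMSO with enzyme and 100% = substrate without enzyme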
CSN deneddyl inh: CSN deneddylation inhibition; Q92905; Purified CSN, SCF-Nedd8-OG deneddylation, fluorescence polarization; inhibition, % at 12.5 µM; 360,000 tested, 0.38% active; AID 651999;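 active = pattern-corrected inhibition above about 35%, with an unprinted fluorescence ratio check between 0.5 and 1.5, limit read from the data, passing the limit was not always enough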;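 also: 0% = enzyme with substrate and 100% = substrate without enzyme; some results filed as inactive read as strong as hits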
Target sequence (Q92905 whole entry, looked up, one chain of several): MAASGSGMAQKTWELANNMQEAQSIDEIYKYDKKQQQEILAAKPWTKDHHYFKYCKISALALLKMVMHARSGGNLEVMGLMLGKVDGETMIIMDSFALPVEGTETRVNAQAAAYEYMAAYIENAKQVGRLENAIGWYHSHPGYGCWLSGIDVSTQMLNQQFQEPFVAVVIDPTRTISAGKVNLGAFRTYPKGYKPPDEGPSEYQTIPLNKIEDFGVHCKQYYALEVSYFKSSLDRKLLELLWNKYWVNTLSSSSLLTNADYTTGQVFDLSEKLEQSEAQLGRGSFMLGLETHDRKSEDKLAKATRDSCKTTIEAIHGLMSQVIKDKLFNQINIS
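Schedule: reaction 90 min, room temperature / Assay system: HEK293T-derived human Csn5 enzyme / Input: Csn5 at 0.24 nM final / Measure: inhibition of Csn5 cleavage, % / Control set: substrate-only high control, full reaction low control / Technique: fluorescence polarization of the substrate / Buffer or medium: Tris/NaCl/DTT buffer, pH 7.5 / Reagent: SCFSkp2-Nedd8OG substrate at 10 nM final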
MsrA inh: inhibits bovine methionine sulfoxide reductase A; 360,000 tested, 0.75% active; inhibition, % at 15.5 µM; purified bovine MsrA, absorbance read-out; in the data active = inhibition above about 4.5%;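 also: 0% = vehicle wells with enzyme and 100% = reference inhibitor wells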
MsrA act: activates bovine MsrA enzyme | purified bovine MsrA, absorbance read-out | activation, % at 10.6 µM | 360,000 tested, 0.3% active | AID 602163; in the data active = activation above about 7.5%;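 also: 0% = vehicle and 100% = reference activator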
Rin1-Abl PPI inh: blocks binding of human Rin1 to Abl; 360,000 tested, 0.4% active; P00519+Q13671; inhibition, % at 7.35 µM; TR-FRET Rin1/Abl binding, biochemical; in the data active = inhibition above about 5%, passing the limit was not always enough
E coli Lon inh: inhibits E. coli Lon protease; 360,000 tested, 0.42% active; purified E. coli Lon protease, fluorescence polarization; inhibition, % at 7.94 µM; P0A9M0; in the data active = inhibition above about 13%, passing the limit was not always enough;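 also: 0% = enzyme with probe and DMSO and 100% = no enzyme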
MLLE-PAM2 inh: blocks PAM2 peptide binding to the PABP1 MLLE domain; P11940; inhibition, % at 20 µM; GST-MLLE / FITC-PAM2 fluorescence polarization; 360,000 tested, 0.36% active; in the data active = inhibition above about 35%, passing the limit was not always enough;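 also: plate controls were DMSO wells with GST-MLLE for no effect and wells lacking GST-MLLE protein for full effect; some results filed as inactive read as strong as hits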
Target sequence (P11940 whole entry, looked up, the tested form may be a part): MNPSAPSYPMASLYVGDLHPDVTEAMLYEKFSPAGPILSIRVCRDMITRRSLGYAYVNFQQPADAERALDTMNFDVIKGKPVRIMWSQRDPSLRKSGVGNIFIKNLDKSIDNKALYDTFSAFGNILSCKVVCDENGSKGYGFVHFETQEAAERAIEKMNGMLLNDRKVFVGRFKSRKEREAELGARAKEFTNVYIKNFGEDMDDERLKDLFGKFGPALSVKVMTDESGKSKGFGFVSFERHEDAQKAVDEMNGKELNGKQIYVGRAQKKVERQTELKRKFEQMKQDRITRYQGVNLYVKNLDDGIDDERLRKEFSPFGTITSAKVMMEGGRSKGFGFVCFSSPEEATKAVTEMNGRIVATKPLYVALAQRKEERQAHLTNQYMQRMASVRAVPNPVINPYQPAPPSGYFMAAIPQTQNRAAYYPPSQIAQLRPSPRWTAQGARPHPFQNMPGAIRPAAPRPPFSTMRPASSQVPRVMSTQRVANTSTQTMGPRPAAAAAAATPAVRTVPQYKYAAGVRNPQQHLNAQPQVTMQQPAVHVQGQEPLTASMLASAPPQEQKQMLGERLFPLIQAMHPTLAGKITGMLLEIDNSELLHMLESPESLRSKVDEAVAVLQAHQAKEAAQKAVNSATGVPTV
Neddylation inh: blocks human cullin neddylation; P61081+Q13564; TR-FRET cullin neddylation, biochemical; calls only at 25 µM; 360,000 tested, 0.58% active; in the data active = inhibition above about 36%
Tb MetRS inh: blocks T. brucei methionyl-tRNA synthetase activity; 360,000 tested, 0.4% active; inhibition, % at 11.9 µM; purified T. brucei MetRS, ATP depletion, Kinase-Glo luminescence;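 active = inhibition above a per-plate cutoff of the control wells' mean inhibition plus 3 SD, cut at about 5.5% in these data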;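 also: 0% = DMSO wells median and 100% = median of wells with control inhibitor compound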
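Dosing: 11.9 µM single point; system: parasite MetRS enzyme; technique: luminescence of leftover ATP; times: 15 min enzyme-compound preincubation, 2 h reaction, 10 min detection, 25 °C; replicates: each compound tested once; read-out basis: percent inhibition relative to median high and low control wells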
An asterisk follows results filed as active; i = inactive; . = no result given.

SMILES	FAS-TE inh	CSN deneddyl inh	MsrA inh	MsrA act	Rin1-Abl PPI inh	E coli Lon inh	MLLE-PAM2 inh	Neddylation inh	Tb MetRS inh
Cc1ccc(NC(=O)CN2C(=O)c3ccccc3C2=O)nc1	0.8	-3.0	-1.7	-3.2	1.1	-3.6	4.1	i	-1.1
CCOc1cc(C2CC(=O)NC3=C2C(=O)C(C(=O)OC)C(C)C3)cc(Br)c1O (centres undefined)	5.9	2.5	0.3	-4.0	3.2	7.7	-4.6	i	-1.1
CCOC(=O)N1CCC(NC(=O)CSCc2nc(-c3ccc(OC)cc3)oc2C)CC1	-5.7	5.5	-0.7	-1.5	-2.0	-6.4	11.4	i	-0.3
CC(=O)Nc1cccc(/C(C)=N/NC(=O)c2ccc(CN3CCOCC3)cc2)c1	-2.4	-6.9	2.0	-0.8	-1.1	3.6	-6.9	i	0.0
Cc1sc2ncnc(OCC(=O)c3ccc(S(=O)(=O)N4CCCC4)cc3)c2c1C	-8.5	3.5	-0.4	4.9	-1.2	-13.5	-4.3	i	-0.1
Cc1ccc(NC(=O)CSc2nccc(=O)[nH]2)c(S(=O)(=O)N2CCOCC2)c1	-5.7	-0.6	1.0	-2.2	-0.5	-1.5	10.3	i	-0.9
CC(C)Sc1nc(-c2ccccc2)cc(=O)[nH]1	-6.3	-4.0	-0.1	-0.6	2.2	3.4	8.6	i	-0.5
Cn1cncc1C(=O)c1ccccc1	-4.6	-1.1	0.5	-1.9	-0.8	7.4	8.8	i	0.2
Nc1nc2ccccc2cc1S(=O)(=O)c1ccccc1	-1.0	3.2	0.9	-3.4	-1.4	6.5	7.1	.	-0.3
COc1ccc(N2CCN(S(=O)(=O)CCNC(=O)c3ccc(Br)o3)CC2)cc1	2.5	1.2	-1.2	-13.6	-0.3	-13.6	-15.3	i	-0.5
CCCN(CCC)C(=O)CCSCCC(=O)N(CCC)CCC	-7.7	-0.4	0.4	-0.6	2.0	-6.5	22.8	i	-0.5
COc1ccc(C2C(C(C)=O)=C(O)C(=O)N2c2ccccn2)cc1 (centres undefined)	-5.5	2.8	1.6	-1.7	-1.3	-3.4	5.1	i	-0.7
COc1ccc(C(=S)N2CCOCC2)cc1OC(=O)c1cccc([N+](=O)[O-])c1	24.5	0.8	1.0	-5.1	-0.6	3.6	12.3	i	1.7
CCC(=O)N1CCc2cc(Br)cc(S(=O)(=O)NC3CCN(Cc4ccccc4)CC3)c21	5.0	-4.1	0.4	-2.7	0.9	3.0	13.2	i	-0.6
O=C(O)/C=C/C(=O)Nc1ccc(Cl)cc1C(=O)c1ccccc1	-3.3	5.4	0.1	-5.9	-0.5	8.7	-0.3	i	-0.9
COc1ccc(NC(=O)NCc2ccccn2)cc1OC	-8.3	-2.7	-0.7	-3.6	-4.9	-0.7	-9.1	i	-0.3
CCC1=NN2C(=N)/C(=C/c3cc(C)n(Cc4ccccc4)c3C)C(=O)N=C2S1	8.6	1.4	1.1	-4.0	3.4	-0.8	2.0	i	0.1
NS(=O)(=O)c1ccc(CNC(=O)C(Cc2ccccc2)NS(=O)(=O)c2ccccc2F)cc1 (centres undefined)	-9.7	-0.9	0.5	-4.0	2.0	0.7	-2.1	i	-0.6
CC(OC(=O)c1ccccc1NCCO)C(=O)NC1CCCCC1C (centres undefined)	-1.9	0.3	1.0	-2.5	-5.0	0.1	-3.1	.	-0.4
CCCCC1=CC2=CC(=O)C(C)(OC(=O)CC)C(=O)C2=CO1 (centres undefined)	-0.4	26.1	-0.5	-11.6	1.5	-9.7	-26.0	i	-0.1

Copied from above, 5 compounds:
SMILES	FAS-TE inh	CSN deneddyl inh	MsrA inh	MsrA act	Rin1-Abl PPI inh	E coli Lon inh	MLLE-PAM2 inh	Neddylation inh	Tb MetRS inh
COc1ccc(NC(=O)NCc2ccccn2)cc1OC	-8.3	-2.7	-0.7	-3.6	-4.9	-0.7	-9.1	i	-0.3
CCC1=NN2C(=N)/C(=C/c3cc(C)n(Cc4ccccc4)c3C)C(=O)N=C2S1	8.6	1.4	1.1	-4.0	3.4	-0.8	2.0	i	0.1
NS(=O)(=O)c1ccc(CNC(=O)C(Cc2ccccc2)NS(=O)(=O)c2ccccc2F)cc1 (centres undefined)	-9.7	-0.9	0.5	-4.0	2.0	0.7	-2.1	i	-0.6
CC(OC(=O)c1ccccc1NCCO)C(=O)NC1CCCCC1C (centres undefined)	-1.9	0.3	1.0	-2.5	-5.0	0.1	-3.1	.	-0.4
CCCCC1=CC2=CC(=O)C(C)(OC(=O)CC)C(=O)C2=CO1 (centres undefined)	-0.4	26.1	-0.5	-11.6	1.5	-9.7	-26.0	i	-0.1

Next results:
SMILES	FAS-TE inh	CSN deneddyl inh	MsrA inh	MsrA act	Rin1-Abl PPI inh	E coli Lon inh	MLLE-PAM2 inh	Neddylation inh	Tb MetRS inh
CC(C)NC(=O)c1c(CSc2ccc(Cl)cc2)noc1C(=O)NCc1ccccc1	15.9	-6.3	0.2	-0.4	-0.9	1.7	11.0	i	-0.1
N#CCC(=O)N/N=C/c1cc([N+](=O)[O-])ccc1N1CCOCC1	29.0	-16.2	0.8	-5.5	0.5	5.6	-5.0	i	0.0
CCCC(=O)Nc1ccc(S(=O)(=O)Nc2cc(OC)nc(OC)n2)cc1	-5.9	1.0	1.8	4.6	-1.0	-18.6	2.8	i	-0.1
CCc1nnc(NC(=O)C2CC(=O)N(CCc3ccccc3)C2)s1 (centres undefined)	-7.0	0.0	0.8	-3.3	2.4	1.7	-10.1	i	-1.6
CSCC[C@H](NC(=O)N1CCn2c1nc1ccccc12)C(=O)NCc1ccc(C)cc1	18.8	-1.8	-0.9	-2.6	1.6	-9.1	-9.2	i	-0.3
CNC1=C([N+](=O)[O-])CC([N+](=O)[O-])=C(N2CCNCC2)N1C	-5.9	-1.9	1.2	-4.8	-1.5	-10.6	-8.8	i	-0.3
Cc1cc(=O)[nH]c(NNC(=O)c2ccc(Cl)cc2)n1	-8.9	0.8	-0.5	-4.1	2.1	-0.4	-4.7	i	-0.1
Cc1ccc(S(=O)(=O)N2CCCCC2)cc1NC(=O)CSc1nnnn1C	-4.3	0.5	-1.0	-3.9	1.9	-2.2	1.5	i	0.6
Cc1cccc(-c2nc3ccccc3c(=O)[nH]2)c1	-5.2	1.1	0.6	-2.1	-0.8	-4.9	-31.0	i	-0.5
c1ccc(C2=NC(c3ccccc3)CC2)cc1 (centres undefined)	0.4	2.6	0.8	-0.9	1.3	-5.2	3.4	i	-0.3

Brought forward from above: four entries; new compounds follow.
SMILES	FAS-TE inh	CSN deneddyl inh	MsrA inh	MsrA act	Rin1-Abl PPI inh	E coli Lon inh	MLLE-PAM2 inh	Neddylation inh	Tb MetRS inh
Cc1cc(=O)[nH]c(NNC(=O)c2ccc(Cl)cc2)n1	-8.9	0.8	-0.5	-4.1	2.1	-0.4	-4.7	i	-0.1
Cc1ccc(S(=O)(=O)N2CCCCC2)cc1NC(=O)CSc1nnnn1C	-4.3	0.5	-1.0	-3.9	1.9	-2.2	1.5	i	0.6
Cc1cccc(-c2nc3ccccc3c(=O)[nH]2)c1	-5.2	1.1	0.6	-2.1	-0.8	-4.9	-31.0	i	-0.5
c1ccc(C2=NC(c3ccccc3)CC2)cc1 (centres undefined)	0.4	2.6	0.8	-0.9	1.3	-5.2	3.4	i	-0.3
CS(=O)(=O)c1ccccc1C(=O)Nc1cccc(-c2nc3ccccc3o2)c1	-0.5	-1.6	-0.1	-3.6	-3.1	-11.3	0.4	i	0.8
COc1ccc(C2=NNC(c3cccnc3)=Nc3ccc(OC)cc32)cc1	-0.5	1.4	0.5	-1.0	2.1	0.3	-13.0	i	0.1
CC(C)N(Cc1ccccc1)S(=O)(=O)c1ccc(-n2cccn2)cc1	26.5	-5.0	0.4	-3.9	-3.7	4.5	-1.0	i	-0.1
CCCCn1nnc(NC(=O)c2ccco2)n1	-4.0	-1.6	0.7	-0.9	-2.2	-1.6	10.6	i	0.1
C=CCn1c(SCC(=O)NCc2ccco2)nc2sc3c(c2c1=O)CCC3	11.6	0.1	3.8	-2.5	-4.7	-11.9	20.0	i	0.3
COC(=O)CN1CCN(C(c2ccccc2)c2ccccc2)CC1	-6.2	-4.5	1.4	-1.6	-0.7	0.9	-1.9	i	-0.5
O=C(Nc1ccc(S(=O)(=O)Nc2nccs2)cc1)c1ccc(S(=O)(=O)N2CCOCC2)cc1	-5.4	-11.8	0.7	1.9	-1.1	1.3	4.5	i	-0.1
O=C(NCCCn1ccnc1)C1CC(c2ccccc2Cl)=NO1 (centres undefined)	-5.2	-2.9	0.0	0.1	0.4	-11.5	3.1	i	-0.3
Cc1cc(S(=O)(=O)Nc2ccc(C(=O)NC3CC3)cc2)ccc1F	-8.4	-0.7	-0.1	-3.2	0.7	-8.1	-5.2	i	-0.1
Cc1nnc(NC(=O)CSc2nnc(-c3ccccc3)n2C)s1	-0.1	-9.1	0.5	-1.0	0.3	10.6	-11.6	i	1.0
CN1CCN(C(=O)CN(C)S(=O)(=O)c2ccc(F)cc2)CC1	-8.6	-2.3	-1.3	-0.6	-2.6	2.0	0.7	i	0.1
Cc1nc(C)c(C(=O)NNC(=O)Nc2ccc(Cl)cc2)s1	-6.0	-0.2	-0.3	-2.4	1.4	-5.3	-1.1	i	0.2
O=C(CSc1ccc2c(c1)OCCO2)Nc1ccc(Br)cc1	12.9	-0.3	-0.1	-4.9	-1.5	-3.1	15.7	i	1.0
O=C(CCC(=O)N(c1ccccc1)C(C(=O)NC1CCCC1)c1ccncc1)Nc1cccnc1 (centres undefined)	-8.5	-0.9	0.4	-3.9	-0.5	-2.5	1.7	i	-0.6
CCCCn1c(=O)[nH]c(=O)c2c1nc(-c1ccsc1)n2Cc1ccccc1	1.1	-0.1	-1.7	-9.7	1.6	4.1	-10.5	i	-1.7
Cc1cccc(-c2noc(CCC(=O)NCCc3ccccc3)n2)c1	4.9	-2.5	0.9	3.1	-0.4	2.4	3.6	i	-0.3
CCN(CC(=O)NCc1cccs1)C(=O)c1cccc(S(=O)(=O)Nc2ccccc2OC)c1	-1.8	4.3	0.1	-0.2	-0.6	-2.6	2.2	i	0.2
COc1ccccc1-c1noc(CCCC(=O)NC2CCCCC2)n1	-3.1	0.7	0.8	0.6	2.2	-5.5	3.5	i	-0.1
Cc1ccc(N(CC(=O)N/N=C/c2cccnc2)S(=O)(=O)c2ccccc2)cc1	1.6	1.8	0.5	-2.7	-3.0	-5.9	7.6	i	-0.2
COc1ccccc1NC(=O)C(=O)NCC(c1ccco1)N1CCc2ccccc21 (centres undefined)	23.2	-2.8	-0.2	-6.4	-0.4	-6.0	-2.3	i	-0.4
